Screening results (PubChem BioAssay)
SDO1 yeast rescue: growth rescue of sdo1-depleted yeast, primary screen, S. cerevisiae, bone marrow failure model; S. cerevisiae sdo1-depleted JHY4D growth rescue, OD600 30 h; stronger effect = higher value; pdr5 snq2 efflux-pump mutant strain; z-score at 10 µM; 0.21% of 140,000 active;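 active = z-score above 3 at both the 24 hr and the 30 hr optical density reads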;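 note: z-score against mean and SD of all compound wells on the same plate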
Insulin prom inh: inhibitors of insulin promoter-driven GFP, primary screen, imaging, TRM-6 cells (human fetal islet line), eGFP reporter, cell count. reporter expression induced with tamoxifen. inhibition, % at 2 µM. 0.9% of 130,000 active. AID 1273, 2008;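 active = inhibition above the mean plus 3 SD, with well images judged a real hit on visual review, cut at about 60% in these data, passing the limit was not always enough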
SDO1 yeast rescue Rescue 24 h: further read-out of SDO1 yeast rescue, marked with its call; z-score; S. cerevisiae sdo1-depleted JHY4D growth rescue, OD600; measured here: growth rescue at 24 h;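 0 is the plate mean of compound wells and units are plate SD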
* = called active by the depositor; x = not tested or not shown.

SMILES	SDO1 yeast rescue	SDO1 yeast rescue Rescue 24 h	Insulin prom inh
Cn1c(Oc2ccc3c(c2)OCO3)nc2c1c(=O)n(Cc1ccccc1)c(=O)n2C	-1.71	-1.22	-2.3
Cc1oc(CC(C)C)c(CN)c1C(=O)O	2.35	1.22	27.5
COc1ccc(CCNC(=O)CC2Nc3ccccc3NC2=O)cc1OC (stereo unspecified)	-0.44	-0.94	x
CC(Sc1nnc(-c2ccccc2Br)n1-c1cccc(C(F)(F)F)c1)C(N)=O (stereo unspecified)	0.39	-0.04	x
Cc1cc(Nc2ccc(F)c(Cl)c2)n2ncnc2n1	0.31	-0.1	-60.0
Nc1nc(Cl)nc2c1ncn2[C@@H]1O[C@H](CO)[C@@H](O)[C@H]1O	-0.83	-0.62	38.1
Nc1nnc(Sc2ncccc2[N+](=O)[O-])s1	x	x	7.1
COc1ccc2nc(NC(=O)C3CCCN(S(=O)(=O)c4c(C)noc4C)C3)sc2c1 (stereo unspecified)	-1.64	-0.76	x
COc1ccc(C)cc1S(=O)(=O)N(C)CC(=O)NC1CCCCC1	0.45	0.23	6.2
COc1cc(/C=N/N=C(/N)c2nonc2N)cc(Br)c1OCc1cccc(C)c1	-1.34	-1.55	0.0
CCn1cc([N+](=O)[O-])c(C(=O)Nc2cc(C)on2)n1	1.43	1.22	50.0
CN(C)CCNC(=O)c1cc2ccccc2oc1=O	-0.25	-0.11	15.4
CC(C)Cc1cc(C(=O)Nc2sc3c(c2C#N)CCCC3)no1	-0.2	0.3	x
O=C(NCCSCc1ccc(Cl)cc1Cl)c1ccc(CN2CCOCC2)cc1	-1.11	0.2	6.7
Cc1nn(CCCNC(=O)C2CCCO2)cc1Br (stereo unspecified)	0.26	-0.43	-8.3
Cc1ccc(CNC(=O)CSc2ncccn2)cc1	1.52	0.2	-14.3
COc1ccc(S(=O)(=O)N2CC3CCCN3c3ccc(C(F)(F)F)cc32)cc1 (stereo unspecified)	-0.89	0.23	-3.6
CCOC(=O)c1c(C)oc2c1c(CN1CCN(CCO)CC1)c(O)c1ccccc12	x	x	18.2
CCCOc1ccc(C(=O)Nc2ccccc2[N+](=O)[O-])cc1	x	x	-7.4
CCCCCC(C)n1[nH]c(=O)cc1N (stereo unspecified)	1.27	-0.04	-34.4
O=C(NNS(=O)(=O)c1ccccc1[N+](=O)[O-])c1ccncc1	0.69	-0.21	30.0
COc1ccc(Nc2nc(N3CCCCC3)c3ccccc3n2)cc1	-1.65	-1.27	-10.0
COc1ccc(NC(=O)/C(C#N)=C\c2cc(C)n(-c3ccc(Oc4ccc([N+](=O)[O-])cn4)cc3)c2C)cc1	1.04	1.82	-40.7
C[C@@H](C(=O)Nc1ccc2ccccc2c1)[C@H]1C[C@]1(C)[C@H](NP(=O)(c1ccccc1)c1ccccc1)c1ccccc1	-1.25	-1.09	-22.7
Cc1cccc(OCCCC(=O)Nc2ccc(S(=O)(=O)Nc3onc(C)c3C)cc2)c1	0.99	0.73	x
CCc1c(C)nc(N)n2c(SCC(=O)Nc3ccccc3)nnc12	-0.3	-0.82	-40.5
Cc1cccc(/C(N)=N/OC(=O)Cc2cccs2)c1	0.58	1.3	-25.7
CCCCNC(=O)Nc1ccccc1C(=O)NCc1ccco1	0.41	-0.4	-6.2
CCOC(=O)c1cc2sc(C)cc2n1CC(=O)N1CCN(C(=O)c2ccco2)CC1	2.02	0.74	-222.6
COc1ccc(Cl)cc1N(C(=O)Nc1cccc(Cl)c1)C1=NCC(C)S1 (stereo unspecified)	-0.11	0.03	-50.0
CN(C)S(=O)(=O)c1cccc(C(=O)NCC2CCCO2)c1 (stereo unspecified)	0.39	0.11	38.5
COc1ccc(C(C)C)cc1S(=O)(=O)N1CCN(C)CC1	0.76	0.51	60.7
CCOc1cccc(C(=O)N2CCCCC2c2cccnc2)c1 (stereo unspecified)	1.09	1.06	-163.6
COc1ccccc1CNC(=O)C(C)NS(=O)(=O)c1ccc(Br)cc1 (stereo unspecified)	-1.11	-1.49	-493.8
CCC(C)(C(=O)NC1CCCC1)N(Cc1ccco1)C(=O)c1ccc2c(c1)OCO2 (stereo unspecified)	-0.32	-0.23	-50.0
O=C(Cn1cc2c(n1)CCCC2)N1CCCc2ccccc21	-1.16	-1.2	x
CCOc1ccc(NC(=O)COc2ccc(OC)cc2)cc1	x	x	13.3
O=C(CCCSc1nc2ccccc2[nH]1)Nc1nnc(-c2ccccc2)o1	0.18	-0.65	6.5
N#Cc1c(NC(=O)CN2CCOCC2)oc(-c2ccccc2)c1-c1ccccc1	-1.93	-0.97	40.9
CCc1ccc(C2N(c3ccc(OC)cc3)C(=O)C3CCCN32)cc1 (stereo unspecified)	0.24	0.4	x
COc1ccc(-c2cc(C(=O)N3CCc4ccccc4C3)no2)cc1OC	-0.13	-0.01	x
COC(=O)c1ccc(/C=N/Nc2nc(N3CCCCC3)nc(N3CCCCC3)n2)cc1	x	x	-6.2
Cc1cc(C)n(C(=O)CSc2nnc(SCC(=O)n3nc(C)cc3C)s2)n1	-0.52	-0.5	27.3
O=C1NC(c2ccc(Br)cc2)Nc2sc3c(c21)CCC3 (stereo unspecified)	0.53	-0.02	-22.9
O=c1c(-c2ccc(F)cc2)coc2cc(O)ccc12	-1.27	-0.12	x
CN(C)S(=O)(=O)c1ccc(C(=O)N2CCN(S(=O)(=O)c3cccs3)CC2)cc1	x	x	-23.1
Cc1ncsc1CCC(=O)N1CCCC(C(=O)c2cccc(Cl)c2)C1 (stereo unspecified)	x	x	-45.0
COC(=O)C1C(=O)NCC1c1ccc(C)cc1 (stereo unspecified)	1.01	0.51	-36.1
Clc1ccccc1C(c1nnnn1Cc1ccco1)N1CCN(Cc2ccco2)CC1 (stereo unspecified)	-0.55	-1.01	-60.0
CCOc1ccc(CC(=O)Nc2c(C(=O)Nc3ccccc3)oc3ccccc23)cc1OCC	-0.49	0.47	-36.8
CC1(C)Cc2[nH]c(=S)c(C#N)cc2CO1	0.39	0.04	x
Cc1ccc(S(=O)(=O)NC(=NC(C)C(=O)O)c2ccccc2)cc1 (stereo unspecified)	0.64	0.84	x
Cc1oc2cc(O)ccc2c(=O)c1-c1cnn(-c2ccccc2)c1	4.97*	9.08*	x
Cc1ccc2c(c1C)NC(C)CC2C (stereo unspecified)	0.5	0.41	0.0
O=C1CC(c2nc3ccccc3[nH]2)CN1Cc1ccccc1 (stereo unspecified)	0.68	0.11	x
CCn1c(SCC(=O)c2ccc(O)c(O)c2)nnc1-c1ccc(C)cc1	0.44	0.32	-26.9
CCOC(=O)C1CCN(C(=O)CN(c2ccc3c(c2)OCCO3)S(C)(=O)=O)CC1	0.04	0.03	x
CC(Sc1nnc(-c2cccs2)n1-c1ccccc1)C(=O)NCc1ccc2c(c1)OCO2 (stereo unspecified)	-1.15	-1.09	-34.8
Cc1cc2cc(CNC(=O)Nc3cccc(Cl)c3)ccc2n1C	0.77	1.22	x
Oc1c(Br)cc(Br)cc1/C=N/c1nc2c(s1)CCCC2	-0.03	0.3	x

Part of the list above, with bars between the fields:
SMILES | SDO1 yeast rescue | SDO1 yeast rescue Rescue 24 h | Insulin prom inh
COc1ccc(-c2cc(C(=O)N3CCc4ccccc4C3)no2)cc1OC | -0.13 | -0.01 | x
COC(=O)c1ccc(/C=N/Nc2nc(N3CCCCC3)nc(N3CCCCC3)n2)cc1 | x | x | -6.2
Cc1cc(C)n(C(=O)CSc2nnc(SCC(=O)n3nc(C)cc3C)s2)n1 | -0.52 | -0.5 | 27.3
O=C1NC(c2ccc(Br)cc2)Nc2sc3c(c21)CCC3 (stereo unspecified) | 0.53 | -0.02 | -22.9
O=c1c(-c2ccc(F)cc2)coc2cc(O)ccc12 | -1.27 | -0.12 | x
CN(C)S(=O)(=O)c1ccc(C(=O)N2CCN(S(=O)(=O)c3cccs3)CC2)cc1 | x | x | -23.1
Cc1ncsc1CCC(=O)N1CCCC(C(=O)c2cccc(Cl)c2)C1 (stereo unspecified) | x | x | -45.0
COC(=O)C1C(=O)NCC1c1ccc(C)cc1 (stereo unspecified) | 1.01 | 0.51 | -36.1
Clc1ccccc1C(c1nnnn1Cc1ccco1)N1CCN(Cc2ccco2)CC1 (stereo unspecified) | -0.55 | -1.01 | -60.0
CCOc1ccc(CC(=O)Nc2c(C(=O)Nc3ccccc3)oc3ccccc23)cc1OCC | -0.49 | 0.47 | -36.8
CC1(C)Cc2[nH]c(=S)c(C#N)cc2CO1 | 0.39 | 0.04 | x
Cc1ccc(S(=O)(=O)NC(=NC(C)C(=O)O)c2ccccc2)cc1 (stereo unspecified) | 0.64 | 0.84 | x
Cc1oc2cc(O)ccc2c(=O)c1-c1cnn(-c2ccccc2)c1 | 4.97* | 9.08* | x

Further compounds follow:
SMILES	SDO1 yeast rescue	SDO1 yeast rescue Rescue 24 h	Insulin prom inh
Cc1ccc(OCCn2c(=O)cnc3ccccc32)cc1	0.02	0.06	20.0
O=[n+]1c2c(n([O-])c3cc(F)ccc31)CCCC2	0.85	0.46	16.7
Cn1c(C(=O)NCCC2=CCCCC2)cc2c(=O)n3ccccc3nc21	-1.03	-0.28	-168.8
CC(=O)NNc1ccc(C(F)(F)F)cc1[N+](=O)[O-]	0.27	0.47	-185.7
CCOC1CC(C)(C)NC(=S)N1 (stereo unspecified)	0.37	-0.16	38.5
CCN(CC)S(=O)(=O)c1ccc2[nH]c(=O)[nH]c2c1	0.55	-0.11	8.8
Cc1noc(C)c1S(=O)(=O)N1CCCC(C(=O)Nc2ccc(Cl)cn2)C1 (stereo unspecified)	-0.66	-0.69	x
COCCN(C(=O)CNC(=O)c1cccs1)C(C(=O)NC1CCCCC1)c1ccco1 (stereo unspecified)	-0.07	-0.08	14.3
CC(C)[C@H](NC(=O)c1ccco1)C(=O)OCC(=O)Nc1cccc(F)c1	x	x	-33.3
COc1ccc(C(NC(C)=O)c2ccc3cccnc3c2O)c(OC)c1 (stereo unspecified)	1.78	2.79	x
COc1ccccc1CN(Cc1cc2c(C)ccc(C)c2[nH]c1=O)Cc1nnnn1Cc1ccco1	-0.37	-0.6	-25.8
CC(C)CCNC(=O)CNC(=O)c1cccs1	-0.04	-0.73	-15.5
S=C(NCCc1ccccc1)N1CCN(Cc2ccc(Cl)c(Cl)c2)CC1	-0.54	-0.34	x
O=C(OCc1nc2scc(-c3ccccc3)c2c(=O)[nH]1)c1cc(Cl)ccc1[N+](=O)[O-]	-1.24	-2.04	16.7
O=C1CCC(Cc2ccccc2)N1 (stereo unspecified)	0.1	0.14	25.0
Cc1cccc(NC(=O)c2ccc(CN3CCc4ccccc4C3)cc2)c1C	x	x	-11.8
CC(=O)c1ccc(NS(=O)(=O)c2ccc(C)cc2)cc1	-0.2	-0.14	30.4
COc1ccc(C(=O)C[n+]2ccc(-c3nnc4n3CCC4)cc2)cc1	0.43	0.11	-53.6
CC(C)c1ccc(/C=C2\CC/C(=C\C=N\N(C)C)C2=O)cc1	-0.72	0.02	-20.6
Cc1ccc2c(c1)N(CCCC(=O)NCC1COc3ccccc3O1)C(=O)CO2 (stereo unspecified)	0.4	0.59	7.7
CC(=O)c1cccc(NC(=O)Oc2ccccc2)c1	0.32	-0.36	-6.1
Cn1c(=O)cc(SCC(=O)N2CCN(Cc3ccc4c(c3)OCO4)CC2)c2ccccc21	-0.84	-0.59	x
CC(=O)c1cccc(NC(=O)C2CCCN(S(=O)(=O)c3ccc(F)cc3)C2)c1 (stereo unspecified)	0.48	0.16	19.1
Cc1[nH]n(-c2ccccc2)c(=O)c1C=Nc1ccc2[nH]c(=O)[nH]c2c1	0.84	0.56	x
COC(=O)c1ccc(CSc2nc3ccccc3o2)cc1	-0.16	-0.24	81.2*
CCn1ccc(=N)cc1	1.12	0.96	-12.9
COCCOC(=O)c1c(C)nc(SCC(=O)Nc2cccc3ccccc23)c(C#N)c1-c1ccco1	-0.86	0.41	-44.8
COc1cccc(C2c3c(-c4ccccc4)n[nH]c3C(=O)N2c2ccc(C(=O)O)cc2)c1 (stereo unspecified)	0.58	0.32	-20.4
Cc1ccc2c(c1)N(CC(=O)N1CCCc3ccccc31)C(=O)CO2	-1.06	-1.12	x
Cc1cccc(CN2CCCC(C(=O)c3ccc4c5c(cccc35)CC4)C2)n1 (stereo unspecified)	x	x	16.7
COC(=O)[C@@H](NC(=O)O[C@H]1C(=O)c2ccc(OC)cc2O[C@@H]1c1ccc2c(c1)OCO2)C(C)C	-0.6	-0.52	-9.5
CCOC(=O)C1CCN(C(=O)Nc2ccc(Cl)cc2)CC1	1.09	0.92	x
O=C(NCCN1CCN(Cc2ccccc2)CC1)C1c2ccccc2C(=O)N2CCc3ccccc3C12 (stereo unspecified)	-0.58	-0.54	x
CC(=O)C1=C(O)C(=O)N(CCCO)C1c1ccccc1 (stereo unspecified)	-0.09	-1.11	x
O=C(O)c1ccc(-c2nc(-c3ccc(Cl)c(Cl)c3)cs2)cc1	x	x	-107.1
COC(=O)[C@@]1(Cc2ccccc2)[C@@H]2C(=CC(=O)[C@H]2CC(=O)C(=O)N(C)C)CN1C(=O)c1ccccc1	-0.78	-0.34	-10.0
COc1ccc(C2(CNC(=O)/C=C\c3ccco3)CCCC2)cc1OC	-0.94	-0.73	28.1
COc1ccc(Br)cc1C(=O)NC(=S)Nc1cc(-c2nc3ccccc3[nH]2)ccc1C	-0.38	0.78	x
CC1(C)CC(=O)C=C(NCc2ccncc2)C1	1.21	1.26	x
CCN(CC)S(=O)(=O)c1cc(C)ccc1SC	-0.52	-0.53	-26.7
Nc1c(C(=O)NCc2ccco2)c2nc3ccccc3nc2n1CCc1ccccc1	-1.45	-1.22	-64.3
CCC(C)n1cnc2c(c1=O)c1nc3ccccc3nc1n2-c1ccc2c(c1)OCCO2 (stereo unspecified)	0.29	2.32	-8.3

Outcome played no part in choosing rows; about 0.99% have a hit in one of these screens.
